# Source: PubChem BioAssay (Sanford-Burnham Center for Chemical Genomics)
# CCR6 antagonist = antagonists of human CCR6 receptor | P51684 | CHO-K1 CCR6 PathHunter beta-arrestin, luminescence, CCL20-stimulated | inhibition, % at 20 µM | actives 0.49% (n = 340,000) | AID 493098;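 active = compounds whose inhibition of the agonist-driven luminescence signal at 20 µM reaches about 50%, limit read from the data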;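 also: cells stimulated with CCL20 at 14 nM final; plate controls were DMSO with CCL20 for no effect and DMSO without agonist for full effect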
# CHOP UPR activ = activators of apoptotic arm of unfolded protein response (CHOP). CHO-CHOP luciferase reporter, UPR activation, luminescence; percent of tunicamycin response over DMSO baseline. AID 449763. activation, % at 10 µM. actives 0.34% (n = 330,000);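 active = at 10 µM dose, activation of 40% or more, normalized to positive control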;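 also: 100% = tunicamycin at 10 µg/mL and 0% = DMSO alone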
#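 Assay system: CHO-CHOP cells, stable luciferase reporter of PERK-eIF2a-CHOP signalling / Buffer or medium: F12 plus 10% serum / Compound dosing: one dose, 10 µM in 0.5% DMSO / Times: 6 h compound treatment, 37 °C / Technique: luciferase luminescence / Read-out: % reporter activation, DMSO baseline versus tunicamycin full activation / Benchmarks: tunicamycin and DMSO controls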
# CXCR6 inh = CXCR6 (human) receptor inhibition | CHO-K1 PathHunter CXCR6 beta-arrestin, luminescence | inhibition, % at 20 µM | AID 602244 | O00574 | actives 0.36% (n = 360,000); in the data active = inhibition above about 34%, passing the limit was not always enough;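 also: antagonist mode with CXCL16 agonist at 10 nM final; 0% = 10 nM CXCL16 with DMSO and 100% = unstimulated wells without agonist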
# Target sequence (O00574 whole entry, looked up): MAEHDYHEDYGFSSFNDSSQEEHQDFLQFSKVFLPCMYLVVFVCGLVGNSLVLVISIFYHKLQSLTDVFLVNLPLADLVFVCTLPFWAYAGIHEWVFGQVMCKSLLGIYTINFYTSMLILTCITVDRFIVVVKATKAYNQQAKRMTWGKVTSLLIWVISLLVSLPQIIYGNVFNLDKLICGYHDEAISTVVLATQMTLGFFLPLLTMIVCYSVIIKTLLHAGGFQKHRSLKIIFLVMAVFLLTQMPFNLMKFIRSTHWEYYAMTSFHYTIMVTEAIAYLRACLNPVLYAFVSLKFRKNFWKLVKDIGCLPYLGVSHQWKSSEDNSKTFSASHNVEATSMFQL
# Mdm2 MdmX PPI = disrupts the human Mdm2-MdmX interaction | SaOS-2 split-luciferase Mdm2/MdmX complementation, luminescence | inhibition, % at 8 µM | actives 3% (n = 330,000);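 active = inhibition of at least 50% at 8 µM in the primary screen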
# APJ antagonist = APJ receptor antagonism; P35414; CHO-K1 APJ beta-arrestin complementation, luminescence; inhibition, % at 20 µM; actives 0.32% (n = 330,000);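 active = inhibition above about 40% at 20 µM, limit read from the data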;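 also: cells challenged with 10 nM apelin-13 agonist together with compound; plate controls were apelin-13 plus DMSO wells for no effect and DMSO wells lacking apelin-13 for full effect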
# Target sequence (P35414 whole entry, looked up): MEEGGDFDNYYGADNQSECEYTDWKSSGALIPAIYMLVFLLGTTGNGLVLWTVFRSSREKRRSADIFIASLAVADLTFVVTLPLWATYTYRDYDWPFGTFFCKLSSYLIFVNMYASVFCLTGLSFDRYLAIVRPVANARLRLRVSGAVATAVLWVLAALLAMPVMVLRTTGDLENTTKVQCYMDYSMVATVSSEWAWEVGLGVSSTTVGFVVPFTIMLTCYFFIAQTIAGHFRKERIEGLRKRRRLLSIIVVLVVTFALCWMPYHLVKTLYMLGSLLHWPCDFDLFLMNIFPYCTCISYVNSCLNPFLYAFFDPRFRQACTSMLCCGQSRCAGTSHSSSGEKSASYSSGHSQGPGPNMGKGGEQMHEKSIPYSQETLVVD
# APJ ag = APJ receptor agonism; activation, % at 20 µM; P35414; CHO-K1 APJ PathHunter beta-arrestin, luminescence; 0% DMSO wells, 100% apelin; actives 0.11% (n = 330,000);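 active = activation more than six SD over the plate average, tested at 20 µM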;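 also: 0% = DMSO alone and 100% = apelin-13 at 10 nM; some results filed as inactive read as strong as hits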
#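 Test system: CHO-K1 APJ beta-arrestin complementation cell line | Compound: Single test compound dose, 20 µM final, 1% DMSO | Incubation: Compound 90 min 25 °C, reagent 1 h | Measured by: beta-gal luminescence | Read-out basis: APJ–arrestin association signal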
# XBP1 UPR activ = activators of adaptive arm of unfolded protein response (XBP1); activation, % at 20 µM; CHO-XBP1 luciferase reporter, IRE1-XBP1 UPR activation, luminescence; percent of tunicamycin response, DMSO as zero; actives 0.33% (n = 330,000);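 active = versus positive control, 20 µM dose yields 30% or more activation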;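 also: 100% = tunicamycin at 10 µg/mL and 0% = DMSO only wells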
#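 Material – CHO cell line with stable XBP1 luciferase reporter · Buffer or medium – F12 plus 10% FBS · Compound – single point, 20 µM final compound, 1% DMSO · Schedule – 16-18 h cell attachment at 37 °C, then 6 h compound exposure · Signal – Steady-Glo luminescence read · Benchmarks – high control tunicamycin 10 µg/mL final, low control DMSO vehicle only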
# EBI2 antag = antagonists of human EBI2 receptor; EBI2 beta-arrestin recruitment, luminescence, 7a,25-OHC stimulated; inhibition, % at 5 µM; P32249; actives 0.81% (n = 360,000); in the data active = inhibition above about 38%;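 also: enzyme fragment complementation signal reports receptor beta-arrestin coupling in cells; 0% = agonist plus DMSO wells and 100% = wells without agonist; some results beyond the cut were filed as inactive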
# Target sequence (P32249 whole entry, looked up, the tested form may be a part): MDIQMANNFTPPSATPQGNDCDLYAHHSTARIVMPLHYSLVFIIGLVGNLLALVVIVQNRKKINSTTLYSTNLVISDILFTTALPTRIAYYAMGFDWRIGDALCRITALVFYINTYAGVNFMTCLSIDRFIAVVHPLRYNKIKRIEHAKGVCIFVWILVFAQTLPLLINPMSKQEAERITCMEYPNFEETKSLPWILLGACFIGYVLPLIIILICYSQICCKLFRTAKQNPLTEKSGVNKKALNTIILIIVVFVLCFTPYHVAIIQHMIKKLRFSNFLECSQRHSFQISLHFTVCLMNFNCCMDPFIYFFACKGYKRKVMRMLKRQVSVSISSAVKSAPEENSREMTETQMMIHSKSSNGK
# tim23-1 inh = inhibits growth of tim23-1 mutant yeast; S. cerevisiae tim23-1 growth, BacTiter-Glo luminescence, 24 h; actives 1.3% (n = 330,000); inhibition, % at 20 µM;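 active = growth inhibition of the mutant yeast at or above 50%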;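 also: temperature-sensitive mutant grown at 25 °C; plate controls were DMSO-treated mutant yeast for no effect and medium wells lacking yeast for full effect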
# * marks the source's active call; other numbers are inactive results; . = not tested or not shown. Some of the compounds tested; the hit share may differ from the screen's.
(1) CCOc1ccc(NC(=O)CSC(N)=O)cc1
(2) Cn1c(SCC(=O)Nc2ccc(C(N)=O)cc2)nnc1-c1cccs1
(3) CCc1ccccc1NC(=O)CSc1ncn[nH]1
(4) CN(C(=O)CCN1C(=O)S/C(=C\c2ccccc2)C1=O)C1CCS(=O)(=O)C1 (stereo not given)
(5) CCn1c(=O)c(C(=O)CN2CC(C)OC(C)C2)c(N)n(Cc2ccccc2)c1=O (stereo not given)
(6) Cc1nn(CC(=O)NCCc2cccs2)c(=O)c2cc3ccccc3n12

compound no.	1	2	3	4	5	6
CCR6 antagonist	12	4	-9	6	3	9
CHOP UPR activ	1.1	1.2	0.9	0.3	-0.9	0.4
CXCR6 inh	-2	3	-5	-4	-10	1
Mdm2 MdmX PPI	6	-19	3	9	-24	9
APJ antagonist	15	-16	-12	-48	-17	0
APJ ag	0	4	6	0	-1	-3
XBP1 UPR activ	3	0	-5	-3	-1	0
EBI2 antag	8	-12	-4	-1	-1	-15
tim23-1 inh	6	1	-5	14	10	3

(7) O=C(O)CCNc1cc(N2CCN(C(=O)c3ccco3)CC2)c2noc3c2c1C(=O)c1ccccc1-3
(8) COc1ccc(C(C#N)N2N=C(c3ccccc3)CC2c2ccccc2)cc1OC (stereo not given)
(9) COc1ccc(N(CC(=O)N2CCN(c3cccc(C)c3C)CC2)S(=O)(=O)c2c(C)noc2C)cc1
(10) Fc1cccc(Cc2noc(CN3CCOCC3)n2)c1
(11) CC(=O)n1cc([C@H]2C=C(C(=O)N3CCN(Cc4ccc5c(c4)OCO5)CC3)O[C@@H](OCc3ccc(CO)cc3)C2)c2ccccc21
(12) CC(C)CC(=O)O/N=C1\C(=O)N(c2ccccc2)c2ccccc21

compound no.	7	8	9	10	11	12
CCR6 antagonist	28	9	11	-4	-4	2
CHOP UPR activ	-1.3	2.0	-0.1	0.5	4.7	-0.6
CXCR6 inh	28	6	-5	-7	6	6
Mdm2 MdmX PPI	15	-30	37	-17	39	32
APJ antagonist	-52	-2	-5	-6	-13	8
APJ ag	0	-1	-2	-3	-2	-2
XBP1 UPR activ	-4	-1	-7	0	1	0
EBI2 antag	0	6	23	0	42	-9
tim23-1 inh	30	19	8	3	12	54*

(13) CCC(=O)OCC(=O)N=c1sccn1Cc1ccc(C)cc1
(14) Cc1ccc(CNC(=O)c2nnn(CC(=O)Nc3cccc(C)c3C)c2N)cc1
(15) CC[C@]12c3[nH]c4cc(CCC(=O)N(C)C)ccc4c3CCN1C(=O)[C@@H](CC(=O)NC(C)(C)C)C[C@@H]2C(=O)N1CCN(C(=O)C2CC2)CC1
(16) CCN(CC(=O)Nc1ccc2c(c1)OCCO2)C(=O)/C=C/c1cccc(OC)c1OC
(17) Cc1coc2c1c(C)cc1oc(=O)c(CC(=O)N[C@H](C(=O)O)C(C)C)c(C)c12
(18) CC1(C)C2CCC1(C)C(NC1=NCCC1)C2 (stereo not given)

compound no.	13	14	15	16	17	18
CCR6 antagonist	-14	16	8	12	-3	3
CHOP UPR activ	-1.9	1.3	1.7	4.9	0.7	-0.5
CXCR6 inh	-5	2	-6	-4	7	-6
Mdm2 MdmX PPI	15	45	16	-32	-15	5
APJ antagonist	6	18	.	5	17	3
APJ ag	-2	2	.	-6	-3	1
XBP1 UPR activ	-1	-3	-2	0	2	0
EBI2 antag	-4	-11	-13	-4	0	-6
tim23-1 inh	25	8	26	10	8	11

(19) CCOC(=O)c1ccccc1NC(=O)Cn1cnc2c1c(=O)n(C)c(=O)n2C
(20) Cc1cccc2cc(C#N)c(NCCCNS(=O)(=O)c3ccc(Cl)cc3)nc12
(21) O=C(c1ccc2c(c1)OCO2)N1CCN=C1SCc1cccnc1
(22) CC(C)C(C(=O)NCC1CCCO1)N(Cc1ccco1)C(=O)CNS(=O)(=O)c1ccc(F)cc1 (stereo not given)
(23) CN(C)C(CNC(=S)Nc1cccc(Cl)c1)c1cccnc1 (stereo not given)
(24) COc1ccc(NC(=O)c2cnc(SC)n2-c2ccc(F)cc2)c(OC)c1

compound no.	19	20	21	22	23	24
CCR6 antagonist	4	-11	-4	5	9	8
CHOP UPR activ	-2.9	-1.5	1.2	2.6	4.4	0.2
CXCR6 inh	-2	-20	-5	-5	9	0
Mdm2 MdmX PPI	-1	4	-5	-29	2	-2
APJ antagonist	-2	-3	-5	3	-5	-3
APJ ag	-4	-3	2	0	0	0
XBP1 UPR activ	2	-1	-4	0	-2	-1
EBI2 antag	3	18	-3	-2	-4	-8
tim23-1 inh	0	23	14	18	1	28

(25) O=C(Cc1ccccc1)Nc1cccc(-c2nnc(-c3ccco3)o2)c1
(26) CN(C)CCOCCOc1ccccc1-c1ccccc1
(27) COc1cnc(-c2ccccc2)c(-c2ccccc2)n1
(28) COc1ccc(C)cc1S(=O)(=O)Nc1cc2c3c(c1)C(C)C(=O)N3CCC2 (stereo not given)
(29) CC1CC(C)(C)NC(=S)N1CCCC(=O)Nc1ccc(F)cc1 (stereo not given)
(30) Cc1cc(C=O)c(C)n1-c1ccc(Cl)c(C(=O)O)c1

compound no.	25	26	27	28	29	30
CCR6 antagonist	36	-6	23	2	2	-4
CHOP UPR activ	0.7	-1.4	0.7	0.4	1.1	-2.2
CXCR6 inh	-1	-6	1	-7	-6	-2
Mdm2 MdmX PPI	5	12	30	-13	6	8
APJ antagonist	15	-15	-1	20	15	5
APJ ag	-7	-2	-1	4	-2	1
XBP1 UPR activ	-2	-2	-3	-3	-2	-2
EBI2 antag	30	-5	2	-4	3	-8
tim23-1 inh	12	-7	14	-1	-3	-1

# Reprinted from the part before: four entries; new compounds follow.
(27) COc1cnc(-c2ccccc2)c(-c2ccccc2)n1
(28) COc1ccc(C)cc1S(=O)(=O)Nc1cc2c3c(c1)C(C)C(=O)N3CCC2 (stereo not given)
(29) CC1CC(C)(C)NC(=S)N1CCCC(=O)Nc1ccc(F)cc1 (stereo not given)
(30) Cc1cc(C=O)c(C)n1-c1ccc(Cl)c(C(=O)O)c1
(31) COc1ccc(C(=O)C2CCCN(C(=O)c3cccc(N4CCCC4=O)c3)C2)cc1OC (stereo not given)
(32) Oc1ccc(/C=N/Nc2nc(N3CCCCCC3)nc(N3CCCCCC3)n2)c(O)c1
(33) CCSc1nnc(NC(=O)c2csc3c2CCC(C)C3)s1 (stereo not given)
(34) Cc1cc(C)n(C(=O)COc2ccc([N+](=O)[O-])cc2)n1
(35) O=C(c1ccc2ccccc2c1)N1CCN(Cc2ccccc2)CC1
(36) O=C(COC(=O)c1ccccn1)NCCCc1ccccc1

compound no.	27	28	29	30	31	32	33	34	35	36
CCR6 antagonist	23	2	2	-4	-11	-9	-12	-8	7	2
CHOP UPR activ	0.7	0.4	1.1	-2.2	2.8	11	2.9	-1.9	3.0	0.5
CXCR6 inh	1	-7	-6	-2	-7	-8	2	-1	-4	0
Mdm2 MdmX PPI	30	-13	6	8	10	66*	31	24	7	-13
APJ antagonist	-1	20	15	5	5	-25	-11	0	-19	-6
APJ ag	-1	4	-2	1	-4	9	-2	2	-2	0
XBP1 UPR activ	-3	-3	-2	-2	-7	39*	1	1	-2	-2
EBI2 antag	2	-4	3	-8	-4	23	4	-14	90*	-2
tim23-1 inh	14	-1	-3	-1	5	34	-1	14	20	9

(37) COc1ccc(CCNC(=O)CCc2nc3ccccc3[nH]2)cc1OC
(38) CC(NC(=O)c1ccc(-c2ccccc2)cc1)C(c1ccccc1)N1CCOCC1 (stereo not given)
(39) Cc1ccc(NC(=O)NC(=O)CSc2n[nH]c(N)n2)c(C)c1
(40) CCCNC(=O)COC(=O)c1ccc(N2CCCC2)c([N+](=O)[O-])c1
(41) CCc1cccc2c(C(=O)CCl)c[nH]c12
(42) CC(=O)NCC(=O)N(C)C(C(=O)Nc1ccc(C(C)C)cc1)c1ccccc1 (stereo not given)

compound no.	37	38	39	40	41	42
CCR6 antagonist	7	15	14	13	5	15
CHOP UPR activ	-0.1	2.2	2.8	-0.8	84*	-0.9
CXCR6 inh	-6	1	-4	0	2	5
Mdm2 MdmX PPI	12	11	18	-3	18	28
APJ antagonist	14	14	-4	9	3	-3
APJ ag	-2	-3	-2	-4	-1	3
XBP1 UPR activ	-4	-2	-5	-3	0	3
EBI2 antag	-2	26	-1	2	-6	-3
tim23-1 inh	-5	37	-13	16	54*	14

(43) Cc1ccc(N(Cc2cc3ccc(C)cc3[nH]c2=O)C(=O)c2ccco2)cc1
(44) CCOC(=O)C1=C(CNCc2ccccc2Cl)NC(=O)NC1c1ccc2c(c1)OCO2 (stereo not given)
(45) CCCN(CC(=O)Nc1ccccc1Br)CC(=O)Nc1ccc(F)c(F)c1F
(46) CC(C)c1ccc(C(CC(=O)O)N2Cc3ccccc3C2=O)cc1 (stereo not given)
(47) CCCCN(C)S(=O)(=O)c1ccc(C(=O)N(CCN(C)C)c2nc3ccc(C)cc3s2)cc1
(48) O=c1cc(-c2ccccc2)[nH][nH]1

compound no.	43	44	45	46	47	48
CCR6 antagonist	15	19	8	-14	9	-2
CHOP UPR activ	-0.5	-2.1	2.1	0.5	1.5	-1.0
CXCR6 inh	3	-14	5	-21	13	-5
Mdm2 MdmX PPI	8	12	23	18	-6	-8
APJ antagonist	4	5	1	-22	12	-20
APJ ag	-1	-1	-1	4	-5	0
XBP1 UPR activ	-1	-3	-1	-2	0	-1
EBI2 antag	0	0	6	2	5	-1
tim23-1 inh	10	15	24	7	11	14

(49) CCOc1ccc(C2c3cc(OC)c(OC)cc3CC(=O)N2c2ccc(OC)cc2)cc1 (stereo not given)
(50) CC(=O)Nc1cccc(NC(=O)COc2nncc3ccccc23)c1
(51) N/C(=N\NC(=O)c1sccc1OCc1ccc(Cl)cc1Cl)c1ccccn1
(52) COc1ccc(-c2csc3nc(-c4cccnc4)nc(Cl)c23)cc1OC
(53) Cc1ccnc(NS(=O)(=O)c2ccc3c(c2)CCO3)c1
(54) COc1ccccc1OCCNC(=O)c1ccccc1OCc1c(C)noc1C
(55) O=c1cc(O)nc(SC23CC4CC(CC(C4)C2)C3)[nH]1
(56) COc1ccc2ccc(=O)oc2c1CC=C(C)C
(57) C/C=C(\C)C(=O)NCCN1C2=NC[C@H](Cc3ccc(O)cc3)N2C[C@@H]1Cc1ccc(OC)cc1

compound no.	49	50	51	52	53	54	55	56	57
CCR6 antagonist	2	8	31	20	.	-2	5	5	10
CHOP UPR activ	-2.0	-0.9	1.8	-0.6	1.8	-0.3	0.1	0.0	-0.1
CXCR6 inh	8	-2	8	-7	.	5	-2	8	0
Mdm2 MdmX PPI	44	24	62*	81*	18	7	8	5	2
APJ antagonist	15	-7	-20	5	20	3	-3	6	12
APJ ag	-2	-2	1	0	0	-3	-3	-5	-5
XBP1 UPR activ	-3	-1	-1	4	-3	-1	-3	-1	0
EBI2 antag	-1	0	12	-4	.	2	-13	2	0
tim23-1 inh	15	-4	10	26	11	8	19	-1	-6
